Source: PubChem
AT treatment = candidate therapy for ataxia-telangiectasia. actives 0.19% (n = 320,000). Potency, µM (titrated, usually from 57.5 µM), for inactives: at the top dose activation, most hits filed as activators. AID 485349. […] A-T fibroblasts, KAP-1 phosphorylation AlphaLISA; neocarzinostatin DNA damage 30 min before lysis; also: potency is read from the fitted curve at half-maximal effect; % of control where 0% means no effect; nearly all actives have a fitted effect of over 45% in size
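ATM-like activity read as KAP-1 phosphorylation via AlphaLISA donor/acceptor antibody pairs after lysis and 6 hr at 25C. Cells were ATM-null patient fibroblasts ([…], hTERT), dosed 60 min, then exposed to the DSB inducer NCS for 30 min.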
a7 integrin act = integrin-mediated muscular dystrophy alleviation activation; alpha7betagal myoblasts, beta-gal FDG fluorescence, 48 h; Potency, µM (top dose mostly 38.3 µM), for inactives: top-dose activation, actives largely listed as activators; actives 0.064% (n = 350,000);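 also: potency is read from the fitted curve at half-maximal effect; 100% = response of the positive control SU9516; nearly all actives have a fitted effect of over 60% in size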
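Alpha7betagal+/- myoblasts (passage 13) were plated 16-24 hr, then exposed to compounds (1:260 dilution of DMSO stock) for 48 hours at 37C. After MPER lysis, β-galactosidase reporter activity was read as FDG fluorescence (ex 480/em 540) after 30 minutes.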
MBNL1-CUG inh = blocks human MBNL1 binding to CUG repeat RNA. Q9NR56. TR-FRET MBNL1-His/biotin-(CUG)12 binding, 665/545 ratio. Potency, µM (titrated, usually from 57.5 µM), without a hit: at the top dose activity change, negative = inhibition, actives largely listed as inhibitors. actives 0.036% (n = 280,000). AID 2675; active = well fitted inhibition curve with a large enough effect in the signal ratio, with a control signal flat, not every such curve was filed as active; inconclusive = small, poorly fitted or top-dose-only effect, or effect the other way, or a change in a side signal; inactive = no such curve, though single readings can be large or run the other way; the % refers to the signal ratio; also: potency is read from the fitted curve at half-maximal effect; % is scaled to controls: 0 for no effect and ±100 for the full control effect
Target sequence (Q9NR56 whole entry, looked up): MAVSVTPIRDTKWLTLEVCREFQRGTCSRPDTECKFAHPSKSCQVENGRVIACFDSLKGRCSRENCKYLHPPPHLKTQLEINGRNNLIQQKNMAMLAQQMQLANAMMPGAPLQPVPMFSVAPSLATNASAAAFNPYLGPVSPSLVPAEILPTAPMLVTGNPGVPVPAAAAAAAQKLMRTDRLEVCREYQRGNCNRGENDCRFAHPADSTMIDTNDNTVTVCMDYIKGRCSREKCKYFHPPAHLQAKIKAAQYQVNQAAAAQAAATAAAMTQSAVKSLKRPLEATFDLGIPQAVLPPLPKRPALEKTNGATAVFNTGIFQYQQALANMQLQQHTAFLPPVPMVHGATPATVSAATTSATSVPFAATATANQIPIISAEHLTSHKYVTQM
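Ratiometric TR-FRET (665 over 545 nm, excitation 340 nm) tracks disruption of MBNL1-His/biotin-(CUG)12 complex after 60 min at room temperature, with compounds at 92 nM to 58 uM final.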
TRPV1 agonist = agonists of human vanilloid receptor 1 (TRPV1); TRPV1-expressing cells, Fluo-8 calcium influx, agonist mode; activation, % at 8.33 µM; Q8NER1; actives 0.19% (n = 320,000); in the data active = activation above about 80%; inconclusive = between about 30% and that limit; also: 0% is about no effect
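Fluo-8 calcium influx in TRPV1-expressing cells, kinetic read (ex 480/em 520 nm). Compound added and read 3 min for agonist activity, followed by capsaicin at EC20 final and 2 min further read for enhancement.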
hERG WT inh = inhibitors of human wildtype KCNH2 potassium channel; U2OS, BacMam KCNH2, thallium flux FluxOr; active compounds read low; activity change, % at 1.84 µM; actives 0.37% (n = 340,000); AID 720551;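 active = maximum activity change below -70%; inconclusive = maximum activity change between -70% and -50%; inactive = maximum activity change above -50%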; also: % is scaled to controls: 0 for no effect and ±100 for the full control effect
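U2OS cells transduced with wild-type KCNH2 virus are loaded with FluxOr dye for 45 min, and thallium flux is measured in kinetic reads before and after stimulation buffer. Rate constants are normalized to DMSO controls.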
ASM inhibitor = inhibitors of human secretory acid sphingomyelinase; P17405; placental ASM, HMU-PC fluorogenic substrate, 60 min; Potency, µM (doses to about 57.5 µM), without a hit: top-dose activity change, negative = inhibition, hits mostly inhibitors; actives 0.006% (n = 340,000); also: potency is read from the fitted curve at half-maximal effect
Target sequence (P17405 47-631 limits assumed): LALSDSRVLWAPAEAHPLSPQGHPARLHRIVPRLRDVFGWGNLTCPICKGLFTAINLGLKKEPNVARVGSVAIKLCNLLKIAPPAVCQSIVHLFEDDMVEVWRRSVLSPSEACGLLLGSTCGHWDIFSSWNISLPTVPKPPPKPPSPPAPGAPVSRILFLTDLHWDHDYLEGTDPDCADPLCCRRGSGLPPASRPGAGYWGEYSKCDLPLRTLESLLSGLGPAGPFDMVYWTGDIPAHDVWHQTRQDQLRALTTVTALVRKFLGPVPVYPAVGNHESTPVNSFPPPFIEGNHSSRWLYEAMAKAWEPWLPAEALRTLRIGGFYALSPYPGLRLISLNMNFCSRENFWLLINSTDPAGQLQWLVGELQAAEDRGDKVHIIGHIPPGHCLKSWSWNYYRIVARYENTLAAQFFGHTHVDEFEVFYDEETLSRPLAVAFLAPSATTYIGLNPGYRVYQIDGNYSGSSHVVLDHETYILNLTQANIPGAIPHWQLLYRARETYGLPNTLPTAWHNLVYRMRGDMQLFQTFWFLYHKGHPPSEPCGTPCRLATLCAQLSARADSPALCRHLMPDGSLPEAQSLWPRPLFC
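Fluorescence read-out (Ex 386 nm, Em 447 nm) after stopping the reaction at pH 10. Enzyme: ASM from human placenta; substrate HMU-PC0, 9 uM final; 60 min, 37 °C. Compound preincubation 10 min, ambient temperature.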
FBPA coupling cs = counter-screen for Giardia aldolase inhibitors: coupling enzyme system | activity change, negative = inhibition, % at 58.2 µM, hits read low | coupling enzyme system counterscreen, AmpLite Red fluorescence | actives 0.67% (n = 290,000); in the data active = activity change below about -30%; also: % is scaled to controls: 0 for no effect and ±100 for the full control effect
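First, compound is pin-transferred into glyceraldehyde-3-phosphate coupling-enzyme reagent at 57.5 uM final and held 10 min at RT. Next, substrate, coupling system and AmpLite Red are added. After 20 min RT, fluorescence (525/598 nm) is read.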
KCNH2 3.1 inh = KCNH2 3.1 (human) potassium channel inhibition | U2OS KCNH2 3.1, thallium flux FluxOr; active compounds read low | actives 0.95% (n = 340,000) | activity change, % (tested at about 1.8 µM);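 active = maximum activity change below -70%; inconclusive = maximum activity change from -70% to -50%; inactive = maximum activity change above -50%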;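 also: thallium influx rate constant from kinetic fluorescence after stimulation buffer; % is scaled to controls: 0 for no effect and ±100 for the full control effect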
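We transduce U2OS cells with the mutant 3.1 virus, culture them overnight, load FluxOr with Red40 quencher for 45 min, then add stimulation buffer and read kinetically for 2 min to derive a normalized rate constant.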
MLL CXXC-DNA inh = MLL CXXC-DNA interaction inhibition; actives 0.037% (n = 290,000); Potency, µM (top dose mostly 115 µM), for inactives: top-dose activity change, negative = inhibition, most hits filed as inhibitors; Q03164; MLL-CXXC / FITC-HOXA9 DNA fluorescence polarization; active = well fitted inhibition curve with a large enough effect in the polarisation, with a control signal flat, not every such curve was filed as active; inconclusive = small, poorly fitted or top-dose-only effect, or effect the other way, or a change in a side signal; inactive = no such curve, though single readings can be large or run the other way; the % refers to the polarisation; also: potency is read from the fitted curve at half-maximal effect
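Purified MLL-CXXC (added from a 7 uM solution) was preincubated 5 min at ambient with pinned compounds in 50 mM Tris-HCl pH 7.5, 50 mM NaCl, 1 mM DTT, 0.05% BSA. Fluorescein-labeled HOX-A9 DNA (50 nM solution) followed, 30 min, then polarization read.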
GALK inh = galactokinase (human) inhibition; P51570; Purified GALK, Kinase-Glo residual ATP luminescence; Potency, µM (titrated, usually from 57.5 µM), for inactives: top-dose activity change, negative = inhibition, most hits filed as inhibitors; actives 0.007% (n = 270,000); also: potency is read from the fitted curve at half-maximal effect; % is scaled to controls: 0 for no effect and ±100 for the full control effect
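The enzyme phosphorylates galactose (100 uM) using ATP (35 uM); inhibition is detected as higher residual ATP, quantified by bioluminescence after 1 h reaction at room temperature, pH 8.0.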
* hit, by the source's call; i = inactive; ? = inconclusive; . = no result given; [ ] = dose if it differs, or a comment. Unless noted, calls follow the shape of the dose curve; as a rule, active = well fitted curve in the direction sought with a large enough effect; inconclusive = small, poorly fitted or top-dose-only effect, or another doubt; inactive = no such curve, though single readings can be large; an effect the other way counts as inactive or inconclusive.

structure,AT treatment,a7 integrin act,MBNL1-CUG inh,TRPV1 agonist,hERG WT inh,ASM inhibitor,FBPA coupling cs,KCNH2 3.1 inh,MLL CXXC-DNA inh,GALK inh
CCC(C)Nc1nc(SC(C(C)=O)C(C)=O)nc(N(C)C)n1 (configuration not stated),3%,-5%,0%,3,-3,0%,3,-16,6%,-3%
CCCCOc1ccc(OCCNC(=O)C2CCCN2C(=O)Nc2ccccc2)cc1 (configuration not stated),-4%,-31%,-1%,1,-2,-10%,-1,-4,9%,-2%
O=C(NC(Cc1c[nH]c2ccccc12)C(=O)O)c1ccco1 (configuration not stated),9%,-6%,-17%,-10,-3,2%,0,13,-8%,1%
O=C(N/N=C/c1ccc(Br)s1)c1cccnc1,9%,-14%,?,?,16,1%,3,-1,-5%,-2%
CCCOC(=O)CC1C(=O)NCCN1Cc1ccc(F)cc1 (configuration not stated),5%,-9%,-9%,-2,7,-1%,2,2,-2%,1%
O=C(/C=C/c1ccccc1)c1ccc2c3c(cccc13)CC2,3%,17%,11%,10,-9,-8%,-7,-13,5%,2%
CCOCc1nc(C)c(Cl)c(NS(=O)(=O)c2ccc(N)cc2)n1,4%,4%,-4%,0,-6,2%,0,-7,-1%,-1%
CC(C)c1cc(NCC2CCCO2)n2c(nc3ccccc32)c1C#N (configuration not stated),?,17%,5%,7,4,i,-2,-1,-1%,0%
Cc1ccc(S(=O)(=O)Nc2ccc3c(c2)n(C)c(=O)n3C)c(C)c1,-2%,18%,-19%,8,-11,-3%,-3,2,-3%,2%
COCCNC(=O)CN(c1cc(Cl)ccc1OC)S(C)(=O)=O,-2%,0%,4%,1,-10,3%,6,8,21%,-1%
O=C(NCc1ccccc1)N1CCCC1,10%,4%,4%,-1,-17,0%,3,4,3%,7%
CCC(CO)NCc1cc(OC)c(OCC(=O)NCCc2ccccc2)cc1Br (configuration not stated),-4%,-4%,-2%,10,0,-3%,-1,-2,-4%,2%
Cc1ccnc(SCC(=O)c2cccs2)n1,4%,28%,2%,3,-1,-1%,-3,-13,20%,2%
COc1cccc(C(=O)Nc2ccc(C(=O)c3ccccc3)cc2)c1,1%,0%,-5%,29,-1,-10%,-8,-9,7%,-6%
O=C(CN1C(=O)NC2(CCc3ccccc32)C1=O)Nc1ccccc1C(F)(F)F (configuration not stated),4%,2%,.,1,5,4%,.,3,.,.
Cc1ccc(C(=O)Nc2cccc(-c3ccc(N4CCOCC4)nn3)c2)cc1[N+](=O)[O-],-21%,20%,.,-3,14,-10%,.,8,.,.
COc1ccccc1Nc1nc(N)nc(CSc2nncn2C)n1,.,11%,-6%,8,0,9%,-1,3,-8%,-1%
Cc1cc(Cl)c2oc(C(=O)N3CCCCC3CCN3CCCC3=O)c(C)c2c1 (configuration not stated),2%,?,-5%,1,-2,-1%,.,-2,19%,2%
Cc1cc(Cl)ccc1OCC(=O)OC(C)C(=O)N(C)C (configuration not stated),6%,38%,0%,-1,1,1%,2,-3,-7%,0%
CCOC(=O)c1cccc(NC(=O)c2cc(C)nn2-c2ccccc2)c1,5%,-4%,1%,2,1,4%,3,5,?,-2%
COc1cc(C2C(C(C)=O)=C(O)C(=O)N2c2ccc(C)cc2)ccc1O (configuration not stated),-12%,-5%,?,-4,0,-9%,3,4,5%,-3%
C=CCN(CC=C)C(=S)NC(=O)c1ccc(-c2ccccc2)cc1,.,-32%,-10%,2,-22,-12%,4,-24,-10%,0%
O=C(NNC(=O)c1cccs1)c1ccc(Br)o1,5%,18%,.,0,-18,1%,0,-17,73%[activator],0%
O=C(CCCOc1cccc(Br)c1)NCCOc1ccccc1,-1%,39%,-7%,24,-4,-2%,3,-1,6%,13%
CCOC(=O)c1sc2nc(C)nc(NC3CCC(O)CC3)c2c1C (configuration not stated),9%,1%,9%,0,0,3%,0,5,7%,0%
O=C(COC(=O)c1ccccc1NCCO)Nc1cccc(S(=O)(=O)NC2=NCCCCC2)c1,33%,-30%,.,-2,0,i,.,5,.,.
C/C=C\C(=O)Nc1cccc(C2=NOC3(C2)C[C@@H](C(N)=O)N(C(=O)CCCCC)C3)c1 (some centres not stated),-6%,-25%,10%,2,-85*,2%,4,6,5%,0%
Cc1ccccc1NC(=O)CSc1nnc(NC(=O)C2CC2)s1,10%,-6%,7%,2,-4,-1%,2,-9,-5%,17%
COc1cccc(-c2cc(C(=O)N3CCc4ccccc4C3)no2)c1,11%,-18%,-3%,?,-6,-7%,-6,-13,-5%,0%
Cc1ccnc(SCC(=O)Nc2oc(-c3ccccc3)c(-c3ccccc3)c2C#N)n1,-8%,-49%[inhibitor],11%,11,-4,-9%,7,3,-3%,1%
Cc1cccc(NC(=O)c2cc(S(=O)(=O)N3CCc4ccccc43)cn2C)c1C,0%,17%,-2%,2,-9,0%,1,-9,.,.
COc1ccc2c(C(F)(F)F)cc(=O)oc2c1C,0%,18%,2%,2,-6,2%,7,-2,-1%,0%
CCN(CC(=O)Nc1c(F)cccc1F)C(=O)c1cc(S(=O)(=O)N2CCOCC2)ccc1N1CCCC1,1%,-14%,.,0,0,-2%,.,-5,.,.
CC(=O)Nc1ccc2c(c1)C(=Nc1ccc(C)cc1)c1ccccc1-2,.,17%,.,.,11,-10%,.,11,.,.
Clc1ccc(-c2cn3c(n2)-c2ccccc2C3)cc1Cl,4%,8%,2%,18,-2,-3%,-10,-9,4%,1%
COc1ccc(CSCC(=O)N/N=C/c2ccccc2OCc2ccccc2)cc1,4%,-28%,0%,2,-1,-7%,-25,4,-2%,-4%
CCNC(=O)c1ccccc1-c1nc(-c2ccccc2Cl)no1,-1%,-8%,0%,5,8,0%,3,4,0%,3%
CC1(NC(=O)c2ccccc2)CCN(CCCc2ccccc2)C1=O (configuration not stated),-2%,-10%,.,2,-9,2%,.,-9,.,.
CCOC(=O)N1CCN(C(=O)CSC2=NS(=O)(=O)c3cc(Cl)ccc3N2)CC1,16%,16%,.,-4,4,6%,.,2,.,.
Cc1ccc(C(=O)N(CC(=O)NC2CCCC2)c2ccccc2Cl)s1,4%,-40%[inhibitor],1%,11,6,-2%,-2,-3,-3%,-3%
Cc1ccc(C=Nc2ccccc2C(N)=O)o1,-3%,27%,0%,-4,2,5%,-10,5,-2%,3%
O=S(=O)(c1cccc(Cl)c1)N1CCCC1,18%,1%,-7%,-6,8,-3%,-4,-10,0%,0%
O=C(c1cc(C2CC2)nn1-c1ccccc1)N1CCN(c2ccccc2O)CC1,11%,1%,.,.,29,1%,.,-2,.,.
CSC1SCC2C(=O)N(C)C(C(C)C)C(=O)OCC(NC(=O)c3cnc4ccccc4n3)C(=O)NC(C)C(=O)N(C)C1C(=O)N(C)C(C(C)C)C(=O)OCC(NC(=O)c1cnc3ccccc3n1)C(=O)NC(C)C(=O)N2C (configuration not stated),.,?,.,.,-2,-18%,.,1,.,.
O=C(c1ccc(OC2CCN(CCCc3ccccc3)CC2)cc1)N1CCCC1,.,?,.,.,36,0%,.,-6,.,.

Exported with values under each structure: part of the list above
Order of results – AT treatment, a7 integrin act, MBNL1-CUG inh, TRPV1 agonist, hERG WT inh, ASM inhibitor, FBPA coupling cs, KCNH2 3.1 inh, MLL CXXC-DNA inh, GALK inh
> Cc1ccnc(SCC(=O)c2cccs2)n1
 : 4%, 28%, 2%, 3, -1, -1%, -3, -13, 20%, 2%
> CCOC(=O)N1CCN(C(=O)CSC2=NS(=O)(=O)c3cc(Cl)ccc3N2)CC1
 : 16%, 16%, ., -4, 4, 6%, ., 2, ., .
